Compound activity: PubChem BioAssay, National Center for Advancing Translational Sciences (NCATS)
D1 antag: blocks dopamine activation of the human D1 receptor; AID 504652; HEK293 TREx D1 cells, calcium flux, dopamine EC80; hits give low values; activity change, negative = inhibition, % at 10 µM; 360,000 tested, 3.2% active; in the data active = activity change below about -30%; also: % is scaled to controls: 0 for no effect and ±100 for the full control effect
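Antagonism measured as reduced calcium response to an EC80 dopamine addition following 180 s compound pre-read; cells were inducible HEK293 Trex D1 plated overnight at 30 C, read kinetically at 1 cycle/sec.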
Vif-A3F inh: inhibitors of Vif-A3F interaction | HeLa A3F-eYFP + Vif (tagged APOBEC3F with the HIV-1 protein that degrades it), YFP fluorescence increase | Potency, µM (series often up to 46.1 µM), without a hit: top-dose activity, negative = active | 390,000 tested, 0.2% active; also: potency is read from the fitted curve at half-maximal effect; % of control where 0% means no effect; nearly all actives have a fitted effect of over 65% in size
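HeLa cells stably expressing Vif plus C-terminally eYFP-tagged A3F were seeded, incubated overnight at 37 deg C, dosed with compound, incubated overnight again at 37 deg C. Yellow fluorescence (Ex 488/Em 500-530) reported blocked Vif-mediated A3F-eYFP degradation.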
Vif-A3G inh: Vif-A3G binding inhibition. AID 602310. 410,000 tested, 0.076% active. Potency, µM (titrated, usually from 46.1 µM), for inactives: at the highest dose activity, negative = active, actives largely listed as inhibitors. HeLa A3G-eYFP + Vif (tagged APOBEC3G with the HIV-1 protein that degrades it), YFP fluorescence, overnight. Q9HC16;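 also: potency is read from the fitted curve at half-maximal effect; % is scaled to controls: 0 for no effect and ±100 for the full control effect; nearly all actives have a fitted effect of over 60% in size; hits raise eYFP signal because A3G escapes Vif-driven loss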
Target sequence (Q9HC16 whole entry, looked up): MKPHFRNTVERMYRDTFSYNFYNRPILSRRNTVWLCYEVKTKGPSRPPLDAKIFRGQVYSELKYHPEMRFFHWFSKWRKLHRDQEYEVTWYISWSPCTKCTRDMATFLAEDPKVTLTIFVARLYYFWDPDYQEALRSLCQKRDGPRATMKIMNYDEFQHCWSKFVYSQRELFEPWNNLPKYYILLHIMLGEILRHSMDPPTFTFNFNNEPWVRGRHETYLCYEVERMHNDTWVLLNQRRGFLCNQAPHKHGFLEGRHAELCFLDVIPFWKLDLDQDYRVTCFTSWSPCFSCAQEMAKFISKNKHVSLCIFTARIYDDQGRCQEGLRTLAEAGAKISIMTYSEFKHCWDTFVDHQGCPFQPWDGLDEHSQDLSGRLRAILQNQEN
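HeLa cells stably expressing Vif and C-terminally eYFP-tagged A3G, seeded overnight at 37 deg C, then exposed to compound by pintool overnight at 37 deg C. Rise in yellow fluorescence (Ex 488/Em 500-530, Acumen) marks blocked Vif-driven A3G degradation.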
LDHA inh: LDHA (human) enzyme inhibition | activity change, % (values are at about 110 or 230 µM) | AID 1347041 | purified LDHA, NADH/diaphorase-resazurin fluorescence; hits give low values | P00338 | 480,000 tested, 0.15% active; in the data active = activity change below about -30%; inconclusive = mostly about -25% to -30%;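 also: plate controls were DMSO wells for no effect and wells without enzyme for full effect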
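LDH5 2 nM; NADH 0.06 mM, pyruvate 0.2 mM; 200 mM Tris pH 7.4, EDTA, Tween-20; 5 min RT. Detection: diaphorase 0.133 mg/mL + resazurin 37 µM, fluorescence ex540/em590 at 0 and 20 min; normalized to enzyme-free and DMSO wells.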
GRP78 ERSR act: inducers of ER stress response in human glioma cells. U87-MG GRP78 promoter luciferase reporter, 16 h. Potency, µM, without a hit: at the highest dose activation, usual class: activators. 420,000 tested, 0.02% active. AID 602332; also: potency is read from the fitted curve at half-maximal effect; series mostly up to about 76 µM; % of control where 0% means no effect; nearly all actives have a fitted effect of over 35% in size
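Stably transfected U87-MG human glioma cells carrying a GRP78-based luminescent sensor were seeded at 1000 cells/well, pin-dosed with compounds and incubated 16 h. Luciferase reagent was then added, and end-point luminescence was read after 10 min at room temperature.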
D1 ag: agonists of human D1 dopamine receptor; HEK293 T-REx D1 cells, calcium flux, agonist mode; activation, % at 2 µM; 360,000 tested, 1% active; P21728; in the data active = activation above about 30%; also: 0% is about no effect
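Tetracycline-induced HEK293 TREx D1 cells, force-coupled to calcium signalling, were dye-loaded with a no-wash calcium kit. Compound was pin-added after a 10 s baseline. Fluorescence was read kinetically at 1 cycle/s for 180 s, with calcium rises flagged as agonism.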
D1 potentiator: potentiators of human D1 dopamine receptor | 360,000 tested, 0.036% active | AID 504651 | potentiation, % at 10 µM | HEK293 TREx D1 cells, calcium flux, dopamine EC20 potentiation; in the data active = potentiation above about 30%; also: 0% is about no effect
D2 PAM: positively modulates the human D2 dopamine receptor allosterically; potentiation, % at 10 µM; 340,000 tested, 0.34% active; HEK293 T-REx D2, calcium flux, EC20 dopamine potentiation; P14416; AID 485347;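 active = potentiation over 3 SD above the plate norm, cut at about 30% in these data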; also: 0% is about no effect
Target sequence (P14416 whole entry, looked up): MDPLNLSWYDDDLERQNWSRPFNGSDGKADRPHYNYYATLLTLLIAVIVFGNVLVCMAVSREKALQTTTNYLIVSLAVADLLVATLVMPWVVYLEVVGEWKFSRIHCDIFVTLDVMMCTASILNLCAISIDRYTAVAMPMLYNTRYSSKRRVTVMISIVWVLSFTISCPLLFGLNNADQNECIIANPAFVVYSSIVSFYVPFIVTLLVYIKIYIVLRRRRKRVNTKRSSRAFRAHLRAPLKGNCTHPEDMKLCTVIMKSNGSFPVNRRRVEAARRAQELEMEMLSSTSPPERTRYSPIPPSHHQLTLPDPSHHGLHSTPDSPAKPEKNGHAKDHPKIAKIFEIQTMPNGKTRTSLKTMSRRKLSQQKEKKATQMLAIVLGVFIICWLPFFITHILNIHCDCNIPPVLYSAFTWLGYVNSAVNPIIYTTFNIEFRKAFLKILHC
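Tetracycline-induced HEK293 T-REx cells force-coupled to calcium signalling expressed D2; compounds were pin-added after a 10 s baseline, read kinetically 180 s, then an EC20 dopamine challenge followed with a further 180 s calcium read.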
RXFP1 ag: activates the human relaxin receptor RXFP1. 370,000 tested, 0.3% active. AID 2676. HEK293T-RXFP1 cAMP TR-FRET, 30 min; response scale: percent of porcine relaxin response, buffer zero. Potency, µM (top dose mostly 57.5 µM), for the others: top-dose activation, usual class: activators. Q9HBX9; also: potency is read from the fitted curve at half-maximal effect; % is scaled to controls: 0 for no effect and ±100 for the full control effect; nearly all actives have a fitted effect of over 60% in size; many of its hits are not listed in these tables
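HEK293T cells stably expressing RXFP1 were pretreated with the PDE4 inhibitor Ro 20174, exposed to compounds for 30 min at 37C, lysed, and cAMP was read by TR-FRET. Data normalized to buffer (basal) and 29 nM porcine relaxin (100%).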
* hit, by the source's call; ? = inconclusive; . = no result given; & = joins results of further samples. Unless noted, calls follow the shape of the dose curve; as a rule, active = well fitted curve in the direction sought with a large enough effect; inconclusive = small, poorly fitted or top-dose-only effect, or another doubt; inactive = no such curve, though single readings can be large; an effect the other way counts as inactive or inconclusive. Not all compounds are listed, so the mix of outcomes need not match the whole.

The opening two entries, to show the layout:
SMILES	D1 antag	Vif-A3F inh	Vif-A3G inh	LDHA inh	GRP78 ERSR act	D1 ag	D1 potentiator	D2 PAM	RXFP1 ag
COc1ccc(Cn2nnc3c(=O)[nH]c(C4CCCN(C(=O)c5ccc(C)cc5)C4)nc32)cc1 (stereo not given)	12	.	.	7	.	-1	2	14	-0.5%
Nc1nc(SCC(=O)Nc2ccccc2)[nH]c(=O)c1-c1ccccc1	-10	-2%	-1%	-9	-5%	1	2	-8	0.4%

The list itself, from the start:
SMILES	D1 antag	Vif-A3F inh	Vif-A3G inh	LDHA inh	GRP78 ERSR act	D1 ag	D1 potentiator	D2 PAM	RXFP1 ag
COc1ccc(Cn2nnc3c(=O)[nH]c(C4CCCN(C(=O)c5ccc(C)cc5)C4)nc32)cc1 (stereo not given)	12	.	.	7	.	-1	2	14	-0.5%
Nc1nc(SCC(=O)Nc2ccccc2)[nH]c(=O)c1-c1ccccc1	-10	-2%	-1%	-9	-5%	1	2	-8	0.4%
Cc1ccc2cc(C#N)c(N3CCCC3)nc2c1C	11	-7%	1%	0	-2%	0	-4	.	3.1%
Cc1cccc(OCC(=O)OCC(=O)N(CC(C)C)c2c(N)n(Cc3ccccc3)c(=O)[nH]c2=O)c1C	4	-19%	-1%	1	-2%	3	-4	8	3.5%
CCc1ccc(NC(=O)CO/N=C(\C)c2cc3ccccc3o2)cc1	2	1%	-8%	-1	2%	2	5	-21	-1.0%
O=C(Nc1cccc(Cl)c1)Nc1nnc(CC2=CCCCC2)s1	4	-16%	-2%	-4	3%	9	1	22	0.7%
CCn1c(C(=O)NCc2ccc(OC)cc2)cc2sc(Cl)cc21	7	-1%	-27%	2	0%	4	0	.	5.6%
COc1cccc(COC(=O)Cc2ccc(S(=O)(=O)N3CCOCC3)s2)c1OC	-14	0%	-4%	-8	0%	9	-3	2	0.7%
O=C(CCNC(=O)c1ccc(Br)cc1)Nc1ccc(S(=O)(=O)N2CCOCC2)cc1	.	0%	1%	-4	-3%	.	.	.	.
CC(=O)N1CCC2(CC1)OC(=O)C(C)=C2C(=O)Nc1ccccc1C(F)(F)F	-9	-15%	1%	-3	2%	1	3	-8	-0.6%
CCc1nc(CN(C)C(=O)C2CCC(=O)N(CCc3cccc(F)c3)C2)no1 (stereo not given)	-7	0%	1%	-9	0%	3	-4	-1	-0.7%
CC(C)(C)c1ccc(-c2n[nH]c(=S)n2CC2CCCO2)cc1 (stereo not given)	-9	-7%	4%	1	0%	5	-1	17	-0.8%
CN(C)C(=O)C1C2NC(=S)N(c3cccc(Cl)c3)C1(C)Oc1ccc(Cl)cc12 (stereo not given)	-4	6%	0%	-7	-7%	1	2	3	-0.6%
CC1CCC2C(=O)N(c3ccc(C(=O)NCc4ccccc4)cc3)C(=O)C2C1 (stereo not given)	-16	5%	0%	-4	2%	6	-6	8	-0.7%
COc1ccccc1NC(=O)c1ccc(COc2ccc3c(c2)CCC3)cc1	6	-7%	-2%	-4	-5%	7	6	15	-2.1%
C#CCN(C[C@H]1[C@H](OC(=O)NCc2ccco2)[C@H](OC(=O)NCc2ccco2)C[C@@H](C(=O)OC)[C@H]1C(=O)OC)S(=O)(=O)c1ccc(C)cc1	.	-19%	1%	3	-1%	.	.	.	.
CC(C)c1ccc(/C=C(\C#N)c2nc(-c3ccc(O)cc3)cs2)cc1	-18	-4%	-20%	-3	-10%	13	-1	-18	2.1%
Cc1oc2cc3oc(=O)c(CCC(=O)NCCCN4CCCC4=O)c(C)c3cc2c1C	3	8%	0%	-3	2%	0	-4	7	4.0%
Cc1ccc(C(=O)N[C@@H](C)CN2C3=NC[C@H](C(C)C)N3C[C@H]2Cc2ccc(O)cc2)cc1Br	-57*	4%	5%	0	1%	-2	-6	-23	1.0%
O=C(CSc1nnc(CN2CCOCC2)n1-c1ccc(Cl)cc1)N1CCc2ccccc21	.	-12%	-1%	-5	-4%	.	.	.	.
O=C(NCCN1CCCC1)c1ccc(Cn2c(=S)[nH]c3cc4c(cc3c2=O)OCO4)cc1	-3	-6%	3%	4	-1%	4	-1	-3	4.0%
CS(=O)(=O)N(CC(=O)NCc1ccccc1)C1CCCCC1	-61*	2%	0%	-2	-6%	-1	-14	-8	0.8%
O=C1CS/C(=C\[N+](=O)[O-])N1c1ccccc1	-15	-2%	2%	5	-2%	2	-1	.	0.1%
CC(=O)NC12CC3CC(C1)CC(C(=O)OCC(=O)c1cc(C)n(C)c1C)(C3)C2	.	1%	0%	-10	-11%	.	.	.	.
CC(C)C1C(=O)N(Cc2cn(CCC3OCCCO3)nn2)CCS(=O)(=O)N1Cc1ccc(-c2cccc(N(C)C)c2)cc1 (stereo not given)	.	-8%	-1%	-4	-3%	.	.	.	.
CN(CC(=O)Nc1cccc(F)c1)C(=O)CCc1nc2sc3c(c2c(=O)[nH]1)CCCC3	2	?	-11%	1	?	3	-12	4	0.9%
CCC(C)Sc1nc2c([nH]c3ccccc32)c(=O)n1C (stereo not given)	10&10	3%&1%	3%&0%	-5&-3	-2%&0%	1&3	-1&-4	6&8	-0.6%&2.8%
COc1c(S(=O)(=O)N2CCCC2)ccc(Cl)c1Cl	-1	-6%	-8%	-5	1%	-2	-2	16	1.7%
c1ccc2scnc2c1	.	7%	1%	-3	-4%	.	.	.	.
CCN(CC(=O)NCCc1ccccc1)S(=O)(=O)c1ccccc1	-5	-1%	0%	-4	9%	0	-2	13	-0.2%
COc1ccc(OC)c(C2=CC(=O)C[C@H](c3ccc(F)cc3)C2)c1	.	-3%	2%	-1	-6%	.	.	.	.
CC(=O)c1c(C)nc(-c2cccc([N+](=O)[O-])c2)n1O	-15	-12%	6%	-2	-4%	3	-4	-3	4.3%
COc1ccccc1NC(=O)CC1S/C(=N/N=C(\C)C2CCCCC2)NC1=O (stereo not given)	2	-10%	-6%	-3	-1%	2	4	-4	-2.4%
CC1=N/C(=C/c2cccnc2)C(=O)O1	9	-3%	1%	-3	-2%	-1	3	3	0.6%
CCOC(=O)Cn1c(=O)oc2cc(S(=O)(=O)N3CCN(c4cccc(C)c4)C(C)C3)ccc21 (stereo not given)	0	3%	2%	0	-1%	0	0	0	-4.2%
COC(=O)c1ccc(CSc2ccc(S(=O)(=O)N3CCCCC3)cn2)cc1	-19	-24%	1%	-5	-2%	0	3	-14	3.3%
C[C@@H]1NC(=O)[C@H](CCC(=O)O)NC(=O)c2cc([N+](=O)[O-])cc(F)c2NCCC[C@@H](C(N)=O)NC1=O	2	0%	0%	-4	-2%	-2	16	2	0.0%
Cc1nc2ccc([N+](=O)[O-])cc2c(=O)n1Cc1ccccc1Br	-43*	2%	-11%	3	0%	5	-9	-3	8.9%
CC(C)OC(=O)CSc1nnc(-c2ccccn2)n1N	-23	-1%	0%	1	-6%	0	-7	.	2.3%
CCC1COCCS(=O)(=O)N1Cc1cccc(C(F)(F)F)c1 (stereo not given)	-7	0%	0%&-2%	2	-3%&-3%	-1	-5	3	2.6%

Results in Vif-A3F inh, D1 ag and Vif-A3G inh (2 entries from above):
| Molecule | Vif-A3F inh | D1 ag | Vif-A3G inh |
| --- | --- | --- | --- |
| CC(=O)NC12CC3CC(C1)CC(C(=O)OCC(=O)c1cc(C)n(C)c1C)(C3)C2 | 1% | . | 0% |
| CC(C)C1C(=O)N(Cc2cn(CCC3OCCCO3)nn2)CCS(=O)(=O)N1Cc1ccc(-c2cccc(N(C)C)c2)cc1 (stereo not given) | -8% | . | -1% |

More compounds:
SMILES	D1 antag	Vif-A3F inh	Vif-A3G inh	LDHA inh	GRP78 ERSR act	D1 ag	D1 potentiator	D2 PAM	RXFP1 ag
CCCc1cc(=O)[nH]c(SC(CC)C(=O)Nc2ccccc2C#N)n1 (stereo not given)	-14	-21%	-5%	-2	4%	-2	-1	-1	0.8%
CCN(CC(=O)Nc1c(F)cccc1F)C(=O)CNC(=O)c1ccc2c(c1)OCO2	-33*	3%	2%	-6	-1%	4	-4	2	1.9%
CCN(CC)C(=O)CSc1ncnc2c1nnn2-c1ccc(F)cc1	14	-11%	-1%	5	3%	4	2	0	2.1%
CC(NCCc1ccc(O)cc1)C(O)c1ccc(O)cc1 (stereo not given)	-10	1%	-1%	-3	-4%&-6%	0	-3	-6	5.6%
O=C(CSc1nc2ccccc2c(=O)[nH]1)Nc1ccc(N2CCOCC2)cc1	2	?	1%	-13	-1%	1	-2	0	-0.7%
CCOc1cccc2sc(N(CCN(C)C)C(=O)c3ccc(Br)s3)nc12	2	-9%	2%	0	-4%	4	-5	-10	0.5%
O=C(O)CNS(=O)(=O)c1cccc(Cl)c1	2	2%	-5%	-4	-5%	1	-2	-4	2.6%
Cc1cc(OCC(=O)NCCO)cc(C)c1Cl	-3	3%	-3%	-7	1%	1	-4	-2	1.5%
CCOC(=O)C1(c2ccccc2)NC(c2ccccc2C)C2C(=O)N(c3ccc4c(c3)OCO4)C(=O)C21 (stereo not given)	10	4%	2%	-3	-6%	0	-1	0	0.5%
OC(CCc1cccc(Cl)c1)c1cccs1 (stereo not given)	0	-13%	-3%	-1	2%	2	-7	5	1.2%

Quoted at random: 2 compounds from above.
SMILES	D1 antag	Vif-A3F inh	Vif-A3G inh	LDHA inh	GRP78 ERSR act	D1 ag	D1 potentiator	D2 PAM	RXFP1 ag
O=C(O)CNS(=O)(=O)c1cccc(Cl)c1	2	2%	-5%	-4	-5%	1	-2	-4	2.6%
CCOC(=O)C1(c2ccccc2)NC(c2ccccc2C)C2C(=O)N(c3ccc4c(c3)OCO4)C(=O)C21 (stereo not given)	10	4%	2%	-3	-6%	0	-1	0	0.5%
